High-throughput results from PubChem.
TAAR1 antag = human TAAR1 antagonism | AID 624466 | Q96RJ0 | 1.5% of 360,000 active | inhibition, % at 3 µM | CHO RD-HGA16 TAAR1, Fluo-8 calcium fluorescence, antagonist;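 active = inhibition above a per-plate cutoff, the mean inhibition of test compounds on that plate plus 3 SD, cut at about 49% in these data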;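 also: 0% = DMSO plus EC80 beta-PEA response and 100% = DMSO alone without agonist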
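Material: RD-HGA16 CHO cells with stable hTAAR1 and Gα16; Dosing: single nominal final test compound concentration of 3 µM; Schedule: seeding 17-24 h prior, 75-min 37 °C, 30-min RT dye loading; Detection: kinetic Fluo-8 calcium fluorescence measurement; Measure: % inhibition from peak post-agonist over basal fluorescence ratio; Benchmarks: vehicle and agonist controls.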
V1aR counter = counter-screen for oxytocin receptor agonists: human V1a receptor agonists | P37288 | AID 2797 | 0.25% of 320,000 active | activation, % at 3 µM | CHO-V1R cells, Fluo-8 calcium fluorescence, agonist mode; 0% DMSO, 100% 3 nM vasopressin;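 active = activation above the mean activation of all tested compounds plus 3 SD, per screening run, cut at about 20% in these data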;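 also: signal is peak over basal fluorescence ratio across a 100 second FLIPR read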
TAAR1 agonist = human TAAR1 agonism; Q96RJ0; CHO RD-HGA16 TAAR1, Fluo-8 calcium fluorescence; vehicle wells 0%, saturating PEA agonist 100%; activation, % at 3 µM; 0.99% of 360,000 active;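 active = activation above the mean activation of all test compounds in the run plus 3 SD, cut at about 38% in these data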
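test system = CHO RD-HGA16 cells carrying human TAAR1 plus Gα16 | schedule = 17-24 h seeding, 75 min 37 °C dye, 30 min RT | compound dosing = 3 µM single concentration | control set = DMSO and PEA EC100 | replicates = n 1 | signal = Fluo-8 fluorescence, 5 s baseline then 140 s kinetic read | measure = percent activation vs PEA EC100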
OXTR potentiate = human OXTR potentiation; CHO-OTR cells, Fluo-8 calcium fluorescence, potentiator mode; 0% = oxytocin EC15, 100% = EC100; activation, % at 3 µM; 0.061% of 320,000 active; AID 2445;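 active = activation above that plate's cutoff, the mean activation of tested compounds plus 3 SD, cut at about 6.6% in these data, passing the limit was not always enough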;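 also: 100% uses oxytocin at 75 nM as the full agonist control; some results filed as inactive read as strong as hits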
Target sequence (P30559 whole entry, looked up): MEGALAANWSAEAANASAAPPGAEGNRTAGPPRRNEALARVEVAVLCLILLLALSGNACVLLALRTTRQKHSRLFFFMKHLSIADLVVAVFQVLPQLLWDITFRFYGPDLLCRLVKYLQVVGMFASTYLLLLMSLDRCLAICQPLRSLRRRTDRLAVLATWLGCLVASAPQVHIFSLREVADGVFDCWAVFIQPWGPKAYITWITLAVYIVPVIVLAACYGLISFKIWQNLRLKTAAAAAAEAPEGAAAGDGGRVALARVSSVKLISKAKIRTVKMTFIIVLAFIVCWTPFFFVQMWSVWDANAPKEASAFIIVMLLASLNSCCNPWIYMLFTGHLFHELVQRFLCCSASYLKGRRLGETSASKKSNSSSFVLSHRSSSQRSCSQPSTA
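System: human OTR in CHO cells; Also added: sub-maximal oxytocin, roughly EC15; Timing: compound 6 min at room temperature before oxytocin, 100 s read; Technique: Fluo-8 intracellular calcium fluorescence, ex 470-495, em 515-575 nm; Controls: oxytocin EC15 low and EC100 high; Replication: singlicate.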
CHRM1 agonist = human M1 muscarinic receptor agonism. 0.33% of 360,000 active. CHO-K1 hM1, Fluo-8 calcium fluorescence, agonist mode; 0% DMSO, 100% acetylcholine EC100. activation, % at 3 µM. P11229. AID 588814;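 active = activation above the run's mean compound activation plus 3 SD, cut at about 16% in these data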;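 also: peak over basal fluorescence ratio within a 140 s kinetic read after compound addition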
Target sequence (P11229 whole entry, looked up): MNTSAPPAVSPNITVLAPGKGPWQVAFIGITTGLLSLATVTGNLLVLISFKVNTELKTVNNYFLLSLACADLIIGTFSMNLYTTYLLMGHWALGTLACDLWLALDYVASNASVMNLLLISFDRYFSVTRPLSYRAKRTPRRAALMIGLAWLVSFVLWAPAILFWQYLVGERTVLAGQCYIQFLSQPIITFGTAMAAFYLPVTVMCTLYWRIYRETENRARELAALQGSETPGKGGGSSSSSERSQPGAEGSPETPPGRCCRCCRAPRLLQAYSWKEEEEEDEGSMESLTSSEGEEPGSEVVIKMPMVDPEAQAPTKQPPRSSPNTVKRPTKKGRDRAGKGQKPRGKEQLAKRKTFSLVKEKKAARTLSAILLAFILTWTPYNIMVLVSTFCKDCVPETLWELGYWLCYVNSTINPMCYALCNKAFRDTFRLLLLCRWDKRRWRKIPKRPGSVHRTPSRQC
CHO-K1 Ca ag = M1 agonist counterscreen hit in parental CHO-K1 cells | Fluo-8 calcium fluorescence; scaled to maximal ATP response, vehicle zero | activation, % at 3 µM | 0.48% of 360,000 active; in the data active = activation above about 15%;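 also: untransfected CHO-K1 host cells lacking M1 receptor as counterscreen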
CHO parental Ca = counter-screen for OX1R antagonists: effect in parental CHO cells; parental CHO-K1, ATP-induced calcium, Fluo-8 fluorescence; inhibition, % at 5.6 µM; 0.63% of 330,000 active; AID 463079;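 active = inhibition above that plate's mean sample inhibition plus 3 SD, cut at about 26% in these data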;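 also: 0% = ATP-challenged DMSO wells and 100% = DMSO wells without ATP; some compounds past the cut are filed as inactive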
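Material: parental CHO cells / Compound: single nominal dose of 5.6 µM per compound / Signal: Fluo-8 fluorescence / Replicates: singlicate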
CHO-K1 Ca antag = nonselective inhibitor or artifact in parental CHO-K1 cells. 0.6% of 360,000 active. ATP-induced calcium, Fluo-8 fluorescence. AID 602250. inhibition, % at 3 µM;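 active = inhibition above a per-plate cutoff, the plate's mean sample inhibition plus 3 SD, cut at about 24% in these data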;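 also: 0% = DMSO plus EC80 ATP and 100% = DMSO alone without ATP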
CHO-K1 Ca PAM = counter-screen for M1 PAMs: effect in parental CHO-K1 cells; ATP EC20, Fluo-8 calcium fluorescence; 0% at ATP EC20, 100% at ATP max; activation, % at 3 µM; 0.02% of 360,000 active; AID 602247;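 active = activation above the run cutoff, the mean activation of all test compounds plus 3 SD, cut at about 40% in these data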;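 also: peak over basal fluorescence ratio in a 140 s read after ATP addition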
Active calls of the source: *; . = no result given.

The opening two records as a preview:
Screens in order – TAAR1 agonist	CHO parental Ca	CHO-K1 Ca ag	CHRM1 agonist	OXTR potentiate	TAAR1 antag	CHO-K1 Ca antag	CHO-K1 Ca PAM	V1aR counter
- CCc1nnc2n1N=C(c1ccc(Br)cc1)CS2
 : -2	-12	-1.6	-7	-5	-25	-18	17	-1.0
- CC(CCc1ccc(O)cc1)N(C)CCc1ccccc1 (configuration not stated)
 : 49*	-10	0.9	-14	-1	6	-28	1	1.0

The whole of this part, from the first entry:
Screens in order – TAAR1 agonist	CHO parental Ca	CHO-K1 Ca ag	CHRM1 agonist	OXTR potentiate	TAAR1 antag	CHO-K1 Ca antag	CHO-K1 Ca PAM	V1aR counter
- CCc1nnc2n1N=C(c1ccc(Br)cc1)CS2
 : -2	-12	-1.6	-7	-5	-25	-18	17	-1.0
- CC(CCc1ccc(O)cc1)N(C)CCc1ccccc1 (configuration not stated)
 : 49*	-10	0.9	-14	-1	6	-28	1	1.0
- CC(C)(C)c1ccc(/C=N/Nc2nncn2N)cc1
 : 2	.	2.1	-5	.	-2	-19	22	.
- O=C1SC(SCc2ccccc2Cl)=N/C1=C\c1ccc(C(=O)O)cc1
 : 7	-8	5.7	-3	-18	3	-5	12	-0.4
- Cc1nc2ccccc2c(C)c1CC(=O)OC(C)C(=O)NC1(C#N)CCCCC1 (configuration not stated)
 : 0	-22	0.7	-6	-8	-21	-4	7	-0.3
- CC(=Nc1ccccc1)C1=C(O)C(Cc2ccccc2)NC1=O (configuration not stated)
 : 0	.	1.1	-7	.	1	-8	23	.
- CCOC(=O)c1cnn(-c2ccccc2)c1-n1cccc1C(=O)C(=O)Nc1ccccc1
 : 1	-17	0.3	-5	-10	2	-11	14	-0.5
- Clc1ccc(OCCN2CCOCC2)cc1Cl
 : 9	-11	2.1	-2	-13	-14	-13	15	4.2
- COc1ccc(OCC(O)Cn2c(Nc3cccc(C)c3)nc3c2c(=O)n(C)c(=O)n3C)cc1 (configuration not stated)
 : 2	-10	0.4	-7	-5	3	-9	16	-1.3
- O=C(NCc1ccc(F)cc1)c1cc(C2CCCCN2C(=O)c2cccs2)on1 (configuration not stated)
 : 1	.	2.0	-6	.	1	-15	26	.
- O=C(NCC(=O)N(c1cccc(F)c1)C(C(=O)NC1CCCC1)c1ccco1)c1ccco1 (configuration not stated)
 : 2	-19	0.1	-7	2	-24	-8	2	-1.1
- Cc1cccc(CSCc2ccc(C(=O)NC(C)C)o2)c1
 : 10	-9	9.8	2	-12	-15	-12	4	6.2
- COc1ccc(Cl)cc1NC(=O)CSc1nnc(Cc2cccn2C)n1-c1ccc(F)cc1
 : 6	-3	1.0	-1	-7	23	-9	8	2.7
- NC1=NC(=O)C(CC(=O)NCc2ccccc2)S1 (configuration not stated)
 : 8	-8	-0.2	-2	2	-2	11	-13	0.8
- COc1ccc(CN2C(=O)C(CC(C)C)Nc3ncnc(N4CCCCC4)c32)cc1 (configuration not stated)
 : -1	-19	-0.1	-10	-4	2	-19	17	-1.0
- O=C(OC1CCS(=O)(=O)c2sccc21)c1ccccc1 (configuration not stated)
 : 14	-11	0.3	-9	-7	-6	-4	13	0.8
- CCc1nc2c(OCC(=O)C(C)(C)C)cccn2c1N(C=O)CC(=O)N(C)C
 : 2	.	3.5	-1	.	-3	13	-7	.
- CCN(c1ccc(C(=O)CSc2nnc(C3CC3)n2C2CC2)cc1)S(C)(=O)=O
 : 4	-22	2.1	-6	-5	-10	-15	11	-0.8
- CN1CCN(C(c2ccccn2)c2cc(Cl)c3cccnc3c2O)CC1 (configuration not stated)
 : 2	-16	3.0	-5	-30	6	-21	25	0.9
- CC(SC(C)C(=O)NN=Cc1cccc(Cl)c1)C(=O)NN=Cc1cccc(Cl)c1 (configuration not stated)
 : -1	.	-0.2	0	.	-17	-14	-3	.
- CCOc1ccccc1CNC(c1ccccc1)c1ccccc1
 : 2	-45	-0.4	-3	-2	2	13	-10	-0.1
- Cc1ccc([C@@H]2[C@@H]3C(=O)N(c4ccccc4)C(=O)[C@@H]3[C@]3(C)C(=O)N(Cc4ccc(-c5ccccc5)cc4)CC(=O)N23)o1
 : 6	-23	0.5	-1	-1	21	-3	-2	1.7
- COc1cc2cc(-c3ccc(OC)c(OC)c3C)nc(N)c2cc1OC
 : 1	-17	2.5	-8	-4	-26	-12	22	0.4
- O=C(CS(=O)(=O)Cc1ccccc1)Nc1nc2ccccc2s1
 : 4	-13	0.6	0	-10	6	-6	16	1.6
- CCOC(=O)c1cc(C)sc1NC(=O)c1ccc(Cl)s1
 : 9	-1	0.8	-3	-9	2	-8	19	1.0
- O=C(c1ccc(Cl)c([N+](=O)[O-])c1)N(Cc1cccc(Cl)c1)C1CCS(=O)(=O)C1 (configuration not stated)
 : 4	-18	2.5	-8	-7	1	-9	16	1.0
- Cc1oc(/C=N/NC(=O)CC2(C)OCCO2)cc1Br
 : 3	-2	0.1	-4	-6	7	8	-10	1.1
- Cc1cc(SC#N)cc(C)c1NC(=O)CCl
 : 2	-7	0.7	-6	-3	-1	-3	22	0.5
- COC(=O)NNC(=O)c1ccc(C(C)(C)C)cc1
 : 1	1	0.2	-8	6	-12	-7	19	0.9
- Cc1cc(NC(=O)CCCN2C(=O)c3cccnc3C2=O)no1
 : 12	0	-0.1	-1	-12	3	-7	16	-0.6

Part of the list above in another layout:
SMILES	TAAR1 agonist	CHO parental Ca	CHO-K1 Ca ag	CHRM1 agonist	OXTR potentiate	TAAR1 antag	CHO-K1 Ca antag	CHO-K1 Ca PAM	V1aR counter
Cc1cccc(CSCc2ccc(C(=O)NC(C)C)o2)c1	10	-9	9.8	2	-12	-15	-12	4	6.2
COc1ccc(Cl)cc1NC(=O)CSc1nnc(Cc2cccn2C)n1-c1ccc(F)cc1	6	-3	1.0	-1	-7	23	-9	8	2.7

Other compounds.
Screens in order – TAAR1 agonist	CHO parental Ca	CHO-K1 Ca ag	CHRM1 agonist	OXTR potentiate	TAAR1 antag	CHO-K1 Ca antag	CHO-K1 Ca PAM	V1aR counter
- COc1ccc(-c2cc(=O)[nH][nH]2)cc1OC
 : 3	0	1.7	-5	-7	-2	3	1	-0.6
- Cc1cccc(Cn2nc(C(C)(C)C)cc2C(=O)Nc2ccc(F)cc2)c1
 : 5	5	4.1	4	-17	70*	-4	3	0.0
- N#CCCn1cc(/C=N/O)c(-c2cccc([N+](=O)[O-])c2)n1
 : 1	-12	0.3	-5	-17	-6	-9	-5	0.0
- Cc1ccc(C2(c3ccccc3)NC(=O)N(CC(=O)N(C)C3CCS(=O)(=O)C3)C2=O)cc1C (configuration not stated)
 : 21	-12	-0.1	-7	-6	-17	6	-13	0.9
- O=C1c2cnc3nc(SCc4cccc(Cl)c4)nn3c2CC2c3ccccc3CCN12 (configuration not stated)
 : 21	-8	0.2	-4	-3	0	-3	10	1.1
- O=[N+]([O-])c1cccc(S(=O)(=O)NCc2ccncc2)c1
 : 5	9	14	1	-11	-9	6	-8	8.7
- Cn1ncc2c(Sc3ccc(Cl)cc3)ncnc21
 : -1	-15	0.6	-1	1	-23	-9	-6	-1.5
- S=C(Nc1nc2c(s1)CCCC2)NC1CC1
 : 4	.	1.5	-6	.	-16	-8	10	.
- CCc1ccc2[nH]c(=O)c(C(c3nnnn3CCOC)N3CCN(c4ccccc4)CC3)cc2c1 (configuration not stated)
 : 6	-31	0.0	-2	3	10	-10	18	0.0
- CC1CC(C)CN(C(=O)C2CCN(C(=O)Nc3ccccc3)CC2)C1 (configuration not stated)
 : 1	-19	1.8	-3	4	-28	-1	6	0.3
- COc1ccccc1C(=O)Nc1ccnn1C1CCN(CCC(C)c2ccc(C)o2)CC1 (configuration not stated)
 : 2	-15	0.9	-5	3	-6	-1	-16	0.3
- O=C(N/N=C/c1ccc(Br)s1)c1ccc([N+](=O)[O-])cc1
 : 1	5	0.2	-2	5	-12	-19	-4	0.9
- Cc1cccc(OCCNC(=O)c2cc(-n3cnnc3)ccc2Cl)c1
 : -1	-4	0.4	-4	5	-14	5	0	0.1
- CC(C)NC(=O)CSc1nc(Cc2ccccc2)nc2ccccc12
 : -2	-11	-0.6	-1	-3	-3	-7	-7	-0.3
- COc1ccc(C2C(C(=O)N3CCN(C)CC3)c3cc(OC)c(OC)cc3C(=O)N2C)cc1 (configuration not stated)
 : 3	-9	-0.2	-2	4	-15	-5	4	-0.1
- CN(C)C(=O)CCc1ccc2c3c([nH]c2c1)[C@]1(C)[C@@H](C(=O)N2CCOCC2)C[C@H](CC(=O)NCCN2CCOCC2)C(=O)N1CC3
 : 0	-6	-0.3	-4	.	-3	24*	-15	.
- CCCOc1ccc(-c2c(C(=O)N/N=C/c3ccc(C)o3)nnn2-c2nonc2N)cc1
 : 18	-20	2.5	0	-1	-4	-8	8	4.0
- O=C(COc1cccc2ccccc12)NNC(=O)Nc1ccccc1
 : 11	-1	-0.3	-4	-7	0	-1	8	-0.4
- O=C1C(Cl)=C(N2CCCCC2)C(=O)N1Cc1ccccc1
 : 1	-24	-0.3	-6	-1	8	2	8	-0.6
- CCOC(=O)C1CCCN(Cc2ccc(OC)c(OCc3ccccc3)c2)C1 (configuration not stated)
 : -1	-15	0.8	-9	-1	6	-18	15	0.1
- CCc1sc(N(C(=O)Cc2ccccc2)c2ccccc2)nc1-c1ccccc1
 : 0	-10	0.6	-2	-20	-10	1	17	0.5
- Cc1ccc(/C=N/NC(=O)CSCc2ccc(Cl)cc2)cc1
 : 8	-12	0.5	-2	-13	-5	2	23	0.7
- CC1CC1C(=O)OCc1cc(=O)n2cc(Br)ccc2n1 (configuration not stated)
 : 8	-20	0.7	-5	-13	-1	0	-4	0.1
- O=C(NC(C(=O)c1ccccc1)n1ccc(=O)[nH]c1=O)c1ccccc1 (configuration not stated)
 : 11	-4	0.0	-2	-8	-22	3	-18	2.1
- O=C(Nc1nccs1)C1(c2ccc(Cl)cc2)CC1
 : 9	-18	-0.4	-7	-6	-1	-5	-1	-0.7
- O=C(CN1CCCCCCC1)Nc1cccc(Cl)c1Cl
 : 5	-4	0.1	-3	-13	-15	-12	9	-0.5
- COc1ccc(N/C(N)=N/c2nc(CSc3ccc(Cl)cc3)cc(=O)[nH]2)cc1
 : 0	-8	0.2	-2	-6	5	-8	0	1.4
- COc1cc(OC)c(NC(=O)Cc2cccs2)cc1Cl
 : 6	-5	-0.2	-5	-14	0	2	4	-1.2
- CCOc1ccccc1C1C(C(=O)Nc2ccccc2OC)=C(C)Nc2nc(CCCO)nn21 (configuration not stated)
 : 0	-9	0.1	-2	2	-2	-3	13	0.1
- Cc1ccc(S(=O)(=O)N2CCOCC2)cc1C(=O)Nc1nc2ccccc2[nH]1
 : 2	-6	0.8	-9	-7	0	15	-14	1.5
- CCC1=NN(C(=O)COc2ccccc2)C(O)(c2ccc(Br)cc2)C1 (configuration not stated)
 : 2	-11	22*	-6	-3	7	5	19	2.1
